Pf Dd2 inh: Plasmodium falciparum Dd2 growth inhibition. Potency, µM (doses to about 28.9 µM), without a hit: at the highest dose activity, negative = inhibition, hits mostly inhibitors. 120,000 compounds, 4.3% hits. AID 1347417. P. falciparum Dd2 growth, SYBR Green, 72 h; active = well fitted inhibition curve with a large enough effect; inconclusive = small, poorly fitted or top-dose-only effect; inactive = no such curve, though single readings can be large or run the other way;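 also: plate controls were DMSO vehicle for no effect and reference drug for full effect; nearly all actives have a fitted effect of over 65% in size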
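Readout: SYBR Green fluorescence, 485 nm excitation, 535 nm emission, after ~16 h lysis at 37C. Before that, Dd2-infected red cells (2.5% hematocrit) grew 72 h with compound, 29 uM top final concentration.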
Starred values were filed as active, the others as inactive; i = inactive; ? = inconclusive; [ ] = remark or other dose. Potency is read from the fitted curve at half-maximal effect. Not all compounds are listed; the hit share may differ from the screen's.

SMILES	Pf Dd2 inh
CCCN1CCN(CCCNC(=O)c2ccc3c(c2)sc2nc(-c4ccc(C)cc4)cn23)CC1	?
COc1cccc(-c2ccc3c(n2)CN(CC(=O)N2CCCC2)C(=O)CO3)c1	i
CNC(=O)c1cnn2c1CN([S+](=O)([O-])c1c(C)noc1C)CC2	7.3%
COc1ccc(NC(=O)c2nc(-c3ccc(C)cc3)n3c2CCCCC3)c(OC)c1	2.8%
O=C(NCc1ccco1)c1ccc2c(c1)N(Cc1cccc(Cl)c1)C(=O)c1ccccc1S2(=O)=O	?
CCN1c2cc(C(=O)Nc3ccc(F)c(C)c3)ccc2C(=O)N2CCCCC21 (stereo not given)	-9.9%
CCOC(=O)Cc1ccc(NC(=O)Nc2cccc(OCc3cc(=O)n4cc(C)ccc4n3)c2)cc1	-26.3%
Cc1ccc(NC(=O)N2CCC(c3cc(-c4cccc(C)c4)n[nH]3)CC2)cc1	-35.4%
CCc1noc(-c2ccn3c(CNC(=O)c4ccc(OC)cc4)nnc3c2)n1	?
CC(C)c1ccc(NC(=O)c2cc(S(=O)(=O)N3CCc4ccccc4C3)ccc2F)cc1	29.4%
CCCc1cc(=O)[nH]c(SCC(=O)N2CCN(c3ccccc3OC)CC2)n1	38.8%[activator]
CCOC(=O)c1c(C)c(C(=O)NCc2ccc(Cl)cc2)c(C)n1C	i
Cc1noc2c(-c3cccnc3)cc(-c3cccc(C(F)(F)F)c3)nc12	?
O=C(Nc1cc(F)ccc1F)N1CC(c2nnc(-c3ccncc3)o2)C2(CCOCC2)C1 (stereo not given)	-9.2%
Cc1ccc(-n2ncc(C(=O)NCCN3CCCC3)c2C2CCN(C(=O)OC(C)(C)C)CC2)cc1	?
CC(C)CCN1CCC2(CC1)CNC(=O)c1ccccc1O2	1.7%
O=C1CN(Cc2ccc(Cl)cc2)CCN1c1ccc(Cl)nn1	i
CN(C)c1ccc(C(=O)N2CCN3C(=O)N(CC(N)=O)C(=O)[C@@H]3C2)cc1	-11.8%[44.1 µM]
CN1CCN(c2nc3c(c(=O)[nH]2)CCN(Cc2cccc(Cl)c2)CC3)CC1	9.9%[5.79 µM]
Cc1cccnc1N1CCN(Cc2ccc(-n3cncn3)cc2)CC1	10.2%
CNC(=O)[C@H]1C[C@H](Oc2ccccc2)CN1C(=O)c1cc(F)ccc1F	-24.9%
COc1ccccc1Nc1cnc2ccc(-c3ccccc3OC)nn12	-3.9%[44.1 µM]
CC[C@H]1CN(C(=O)Nc2cccc(C(F)(F)F)c2)CC[C@H]1CC(=O)NCc1ccc(OC)c(OC)c1	7.3%
O=C(NCc1nnc2n1C(C(=O)N1CCCC1)CC2)c1cccnc1 (stereo not given)	2.9%
CCn1cc(C(=O)NCc2ccc(C)cc2)c(=O)c2cc(S(=O)(=O)N3CCCCCC3)ccc21	0.8%
Cc1cc(O)c(C(c2ccccc2)N2CCCCC2)c(=O)n1Cc1ccco1 (stereo not given)	9.9%
Cc1ccc(C2Cn3nnc(C(=O)N4CCC(C(=O)NCc5ccccc5)CC4)c3CO2)cc1 (stereo not given)	-20.6%
c1cnc2c(c1)ncn2C1CCCC1	-7.2%[44.1 µM]
CCc1ccc(CNC(=O)CCC2CCN(S(=O)(=O)c3ccccc3)CC2)cc1	-17.6%
Cc1ccc(CN2C(=O)OC(c3cccc(NC(=O)c4ccc(C)cc4)c3)C2C(=O)NCC(C)C)cc1 (stereo not given)	?

Other records
SMILES	Pf Dd2 inh
CCn1cc(CN(C)C(=O)c2ccc(N3CC4CC(C3)[C@H]3CCCC(=O)N3C4)nc2)c(C)n1 (stereo not given in full)	-20.7%
NC(=O)[C@@H]1C[C@H](Oc2cccnc2)CN1C(=O)COc1ccc(F)cc1	-8.8%
CN(c1cc(=O)c2ccnc(-c3cccc(CO)c3)c2o1)C1CCOCC1	i
CCOc1ccc(NC(=O)Cn2cccc2-c2nc(-c3ccccc3)no2)cc1	?
O=C(NCCc1ccccc1)c1ccc(Nc2nc3ccccc3n3nnnc23)cc1	?
O=C(C1CCCCC1)N1CCCC(c2noc(COc3ccccc3)n2)C1 (stereo not given)	-4.7%
CN1[C@@H](CCC(=O)NCc2ccccc2)CNC(=O)[C@@H]2[C@H]1CCN2Cc1ccc(O)cc1	-7.3%
CC(C)NC(=O)N1C2CCC1CN(Cc1cccnc1)C2	2.1%[44.1 µM]
COc1ccc(CCN2C(=O)c3[nH]nc(-c4ccccc4O)c3C2c2ccc(O)c(OC)c2)cc1 (stereo not given)	10µM*
COc1ccc(-c2cc(N3CCC(NC(=O)c4ccc(Cl)s4)CC3)n[nH]2)cc1	?
Cn1cnc(S(=O)(=O)N2CCC[C@H](n3c(=O)n(C)c4cccnc43)C2)c1	-2.2%
CCCCOc1ccc(C(=O)N2CCC[C@H]2c2nc(-c3ccccc3Cl)no2)cc1	-5.7%
CCOC(=O)c1noc2nc(C)n(Cc3cccc(C#N)c3)c(=O)c12	50.8%[activator]
c1ccc(-c2ccccc2Nc2cnc3ccc(N4CCOCC4)nn23)cc1	?
CC(=O)N1CCC(N(C(=O)Nc2c(F)cccc2F)C(C)C)CC1	i
COC1CCC12CCN(C(=O)c1ccncc1)CC2 (stereo not given)	31.4%[activator]
CCCc1sc(NC(=O)C[C@H]2NC(=O)c3ccccc3NC2=O)nc1C(=O)OC	?
Cc1ccc(Cl)cc1NC(=O)N1C[C@@H](F)C[C@H]1C(=O)N1CCCCC1	11.0%
O=C(C1CCOC1)N1CCc2onc(C(c3ccccc3)c3ccccc3)c2C1 (stereo not given)	-14.9%
COc1ccc(C(=O)Nc2nc3nc(C)c(Cl)c(=O)n3[nH]2)cc1	4.6%
OC[C@@H]1CN(Cc2ccco2)C[C@H]1c1ccccn1	i
Cc1ccc(/C=C/c2onc(C)c2S(=O)(=O)N2CCC(C(=O)NCc3ccc(N(C)C)cc3)CC2)cc1	?
O=C(NCC1CC1)c1cccc(OC2CN(C3CCN(Cc4ccccc4)CC3)C2)c1	?
Cc1ccc(C2(O)CCN(c3cc(C(F)(F)F)ccn3)CC2)nc1	-8.0%
CCCN1C(=O)C(CC(=O)NC(C)CC)Sc2ncccc21 (stereo not given)	-10.1%
O=C(OCC1CCCO1)c1ccc2c(c1)N(Cc1ccccc1)C(=O)c1ccccc1S2(=O)=O (stereo not given)	5.3%
O=C1NC2(Cc3ccccc31)CN(Cc1cscn1)C2	-3.1%[44.1 µM]
Cc1cnc(C)n1C1CCN(S(=O)(=O)c2ccc(C#N)cc2)CC1	?
CN(C)c1nccnc1OC1CCN(C(=O)c2ccnn2C)C1 (stereo not given)	12.0%
Cc1ccc(C(=O)NC2CCc3nnc(C4CC4)n3CC2)c(=O)[nH]1 (stereo not given)	10.5%

Pulled by compound from above:
SMILES	Pf Dd2 inh
CCOC(=O)c1noc2nc(C)n(Cc3cccc(C#N)c3)c(=O)c12	50.8%[activator]
Cc1ccc(/C=C/c2onc(C)c2S(=O)(=O)N2CCC(C(=O)NCc3ccc(N(C)C)cc3)CC2)cc1	?
O=C(C1CCOC1)N1CCc2onc(C(c3ccccc3)c3ccccc3)c2C1 (stereo not given)	-14.9%
CCCc1sc(NC(=O)C[C@H]2NC(=O)c3ccccc3NC2=O)nc1C(=O)OC	?

Next compounds:
SMILES | Pf Dd2 inh
CCOC(=O)c1nc(Nc2ccccc2C)c2ccccc2n1 | 27.8%
COc1ccccc1-c1nc(C(=O)NCc2cccs2)n2ccncc12 | ?
CCCCNC(=O)c1ccc2c(=O)n(Cc3ccc(OC)cc3)c(=O)[nH]c2c1 | 7.6%
Cc1ccccc1CCC(=O)N1CCC2(CC1)C(C(=O)O)CC(=O)N2C (stereo not given) | -1.7%
Cc1cc(C(=O)NC2CCCC2)c2c(C3CCCNC3)noc2n1 (stereo not given) | -1.6%
CCCN(Cc1nccn1C)C(=O)c1ccccc1C1CCNC1 (stereo not given) | 7.2%
Cc1oc(-c2ccc(OC(C)C)cc2)nc1Cn1ccn2nc3c(c2c1=O)CCCC3 | ?
COCCCNS(=O)(=O)c1ccc(N2CCCCS2(=O)=O)cc1 | 43.9%[activator]
c1csc(-c2nc3nccc(-c4cc5ccccc5o4)n3n2)c1 | ?
CC(c1ccc(-c2ccc(N(C)C)nn2)cc1)N(C)C (stereo not given) | -9.2%
O=C(Nc1cc2c(cc1C(=O)c1ccccc1)OCCO2)c1ccc(Br)cc1 | -11.4%
CN(Cc1ccccc1)Cc1nc2c(n1Cc1ccccc1)C(=O)N(CC1CC1)CCN2 | ?
Cc1ccc(S(=O)(=O)N2CCCN(C)c3ccccc32)c(C)c1 | ?
Fc1ccc(-c2cnc([C@@H]3COCCN3Cc3ncc[nH]3)[nH]2)cc1 | i
COCCN1C(=O)[C@H]2CN(Cc3ccc(OC(F)(F)F)cc3)C[C@H]2C1=O | 36.4%[activator]
Cc1ccsc1C(=O)N1CCC(c2noc(-c3cnccn3)n2)C1 (stereo not given) | i[5.79 µM]
O=C(NCc1nnc2ccccn12)C1NCCc2[nH]cnc21 (stereo not given) | -11.7%
CCc1ccccc1NC(=O)CN(c1ccccc1OC)S(=O)(=O)c1ccc(C)cc1 | ?
COCCn1c(C)cnc1CC1CCN(C(C)=O)CC1 | 5.0%
O=C(CCc1ccccc1)N(Cc1cccnc1)c1nc2c(F)cc(F)cc2s1 | 10µM*
CNC(=O)[C@@H]1CN(C(=O)COc2ccc(F)cc2)C[C@H]1CO | 20.5%
CC(=O)c1cccc(NC(=O)C2CCCN(c3nnc(-n4cccc4)s3)C2)c1 (stereo not given) | 47.3%[activator][5.79 µM]
CCCc1noc(-c2ccn3c(CNC(=O)c4ccccc4Cl)nnc3c2)n1 | -14.7%
COCC(=O)N1CCCC(C(=O)N2CCC(C#N)(c3ccccc3)CC2)C1 (stereo not given) | -8.4%
CN1CCCCCCN(C(=O)CCCc2ccccc2)[C@H]2CCC[C@H]2C1=O | ?
CC(=O)NCCCC(=O)N1CCN(C2CCNCC2)C(=O)C1 | 40.0%[activator]
COCC1CN(C(=O)CCc2cccc(OC)c2)CC12CCOCC2 (stereo not given) | i
Cc1ccc(CNC(=O)N[C@@H]2CN(Cc3cccnc3)C[C@H]2CN(C)C)cc1 | ?
COC(=O)CNC(=O)c1nc(-c2ccc(F)cc2)c2cnccn12 | ?
CNC(=O)[C@@H]1CN(S(=O)(=O)c2ccc(C#N)cc2)C[C@H]1COC | 21.5%

Filtered by structure, the compounds so far containing a furan ring, fused or not (4)
SMILES | Pf Dd2 inh
O=C(NCc1ccco1)c1ccc2c(c1)N(Cc1cccc(Cl)c1)C(=O)c1ccccc1S2(=O)=O | ?
Cc1cc(O)c(C(c2ccccc2)N2CCCCC2)c(=O)n1Cc1ccco1 (stereo not given) | 9.9%
OC[C@@H]1CN(Cc2ccco2)C[C@H]1c1ccccn1 | i
c1csc(-c2nc3nccc(-c4cc5ccccc5o4)n3n2)c1 | ?

(list continues)
SMILES | Pf Dd2 inh
CCC(NC(=O)Nc1cccc(C)c1)c1c(-n2cccc2)sc2c1CCN(C)C2 (stereo not given) | i
COCc1cn(C[C@H]2C[C@@H](NC(=O)Cc3cccc(OC)c3)[C@H](O)[C@@H]2O)nn1 | -15.0%[44.1 µM]
CCn1ncc(N2CCCC(CC(=O)Nc3ccc(C)c(F)c3)C2)cc1=O (stereo not given) | -12.9%
CCn1ccc(C(=O)N2C[C@@H](COC)[C@H](c3nc(C)no3)C2)n1 | i
Cc1ccc(NC(=O)CSc2nc(=O)n(Cc3ccco3)c3c2CCC3)cc1F | -27.9%
O=C(c1ccc(C(F)(F)F)cc1)N1CCC12Cc1ccccc1NC2=O (stereo not given) | ?
CC(C)Oc1ccc2c(NC(=O)CN3C(=O)CNC3=O)nn(CC(F)(F)F)c2c1 | -2.0%
O=C1CCC(C(=O)N2CCN(c3ccc(Cl)cn3)CC2)CN1CCc1ccccn1 (stereo not given) | -13.1%
COCc1cn([C@H]2CO[C@H]3[C@@H]2OC[C@H]3OC)nn1 | 14.8%[44.1 µM]
Cc1n[nH]c(C)c1Cc1ccc(C(=O)N2CCc3c(nc4cc(-c5ccccc5)[nH]n4c3=O)C2)o1 | 25.4%[5.79 µM]
Cc1ccc(-c2nnc(CN3CCC4(CC3)CC(=O)N(CC(C)C)C4)o2)n1C | 1.8%
O=C(O)C[C@@H]1CCN(C(=O)c2ccco2)C[C@@H]1CCN1CCN(c2cccc(C(F)(F)F)c2)CC1 | i
COc1cccc(NC(=O)c2ccc3nc(Cc4ccccc4)oc3c2)c1 | -21.6%
COc1ccc(Br)cc1CNC(=O)CCSCc1ccc(Cl)cc1 | 34.1%[activator]
Cc1noc(C)c1[S+](=O)([O-])N(C)Cc1ccc(-c2ccccc2)cc1 | ?
COc1cccc(NC(=O)CSC2=Nc3ccccc3C3=NC(CCC(=O)NC4CCCCC4)C(=O)N23)c1 (stereo not given) | ?
c1ccc(CCc2noc(-c3ccc(N4CCCOCC4)nc3)n2)cc1 | -25.5%
Cn1cc(CN2CCN(C(=O)Cc3ccccc3)CC2)ccc1=O | 0.0%
Cc1ccc(CN(C(=O)COc2ccc(Cl)cc2C)C2CCS(=O)(=O)C2)o1 (stereo not given) | 32.0%[activator]
O=C(O)c1cccc(CC2CCN(C(=O)CN3CCCCC3=O)C2)c1 (stereo not given) | 0.8%
O=C(c1cccnc1)N1CCN(C(=O)c2nnn3c2COC(c2ccccc2)C3)CC1 (stereo not given) | ?
Cc1c(C(=O)NCc2ccc(Cl)cc2)sc2nc3n(c(=O)c12)CCCC3 | ?
CO[C@@H]1CO[C@H]2[C@@H]1OC[C@@H]2n1nnnc1Sc1ncccn1 | -6.4%[44.1 µM]
C#CCNC(=O)CC[C@H]1CNC(=O)[C@@H]2[C@@H](CCN2Cc2ccc(N(C)C)cc2)N1C | 5.6%[44.1 µM]
O=C1NCc2ccccc2CC12CCN(Cc1ccccc1Cl)C2 (stereo not given) | -20.0%
O=C(c1ccncc1)N1C[C@@H]2OCC(=O)N(Cc3cccnc3)[C@@H]2C1 | -4.8%[44.1 µM]

Screening data: PubChem BioAssay, National Center for Advancing Translational Sciences (NCATS)
